# High-throughput results as filed in PubChem BioAssay.
# CHRM1 antagonist: human CHRM1 antagonism. inhibition, % at 3 µM. P11229. CHO-K1 hM1, Fluo-8 calcium fluorescence, ACh EC80 antagonist. hit rate 1.3% among 360,000. AID 588852;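 active means percent inhibition above its own plate's cutoff, namely the mean of that plate's compound wells plus 3 SD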;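 further: peak over basal fluorescence ratio during 140 s after agonist addition; 0% = ACh EC80 plus DMSO and 100% = DMSO alone without agonist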
# CHRM1 agonist: human M1 muscarinic receptor agonism; hit rate 0.33% among 360,000; P11229; CHO-K1 hM1, Fluo-8 calcium fluorescence, agonist mode; 0% DMSO, 100% acetylcholine EC100; activation, % at 3 µM;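 active means activation above the run's mean compound activation plus 3 SD, cut at about 16% in these data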;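 further: peak over basal fluorescence ratio within a 140 s kinetic read after compound addition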
# OXTR potentiate: potentiators of human oxytocin receptor. CHO-OTR cells, Fluo-8 calcium fluorescence, potentiator mode; 0% = oxytocin EC15, 100% = EC100. activation, % at 3 µM. hit rate 0.061% among 320,000;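 active means activation above that plate's cutoff, the mean activation of tested compounds plus 3 SD, cut at about 6.6% in these data, passing the limit was not always enough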;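 further: 100% uses oxytocin at 75 nM as the full agonist control; some results filed as inactive read as strong as hits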
#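 Material: CHO-OTR cells, human receptor; compound dosing: single dose, 3.0 µM nominal final compound concentration; schedule: 6 min compound pre-incubation at room temperature, 100 s kinetic read; measured by: kinetic Fluo-8 calcium fluorescence; read-out basis: % activation vs EC15 and EC100 oxytocin; controls: EC15 oxytocin alone as 0%, 75 nM oxytocin as 100%; replicates: singlicate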
# CHO parental Ca: signal in parental CHO cells, OX1R antagonist counter-screen. parental CHO-K1, ATP-induced calcium, Fluo-8 fluorescence. inhibition, % at 5.6 µM. hit rate 0.63% among 330,000;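 active means inhibition above that plate's mean sample inhibition plus 3 SD, cut at about 26% in these data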;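 further: 0% = ATP-challenged DMSO wells and 100% = DMSO wells without ATP; some compounds past the cut are filed as inactive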
#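 Material: parental CHO cells / Compound: single nominal dose of 5.6 µM per compound / Signal: Fluo-8 fluorescence / Replicates: singlicate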
# TAAR1 ag: agonists of human TAAR1. hit rate 0.99% among 360,000. Q96RJ0. CHO RD-HGA16 TAAR1, Fluo-8 calcium fluorescence; vehicle wells 0%, saturating PEA agonist 100%. activation, % at 3 µM;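 active means activation above the mean activation of all test compounds in the run plus 3 SD, cut at about 38% in these data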
# Target sequence (Q96RJ0 whole entry, looked up): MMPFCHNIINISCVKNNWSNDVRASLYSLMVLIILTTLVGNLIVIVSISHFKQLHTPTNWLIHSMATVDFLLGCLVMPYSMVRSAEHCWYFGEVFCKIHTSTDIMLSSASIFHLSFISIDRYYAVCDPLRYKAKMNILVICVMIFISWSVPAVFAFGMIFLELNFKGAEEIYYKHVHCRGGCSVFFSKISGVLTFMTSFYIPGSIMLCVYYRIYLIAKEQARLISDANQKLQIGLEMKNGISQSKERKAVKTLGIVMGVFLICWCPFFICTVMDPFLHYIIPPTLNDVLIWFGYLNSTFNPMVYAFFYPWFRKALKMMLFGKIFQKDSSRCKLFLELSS
#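 System: CHO-derived RD-HGA16 cells with stable Gα16 and human TAAR1 / Times: 17-24 h plating, Fluo-8 75 min 37 °C, 30 min RT / Technique: calcium-sensitive Fluo-8 signal, excitation 470-495, emission 515-575 nm / Measure: % activation relative to PEA EC100 response / Benchmarks: DMSO and PEA EC100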
# CHO-K1 Ca antag: nonselective inhibitor or artifact in parental CHO-K1 cells; ATP-induced calcium, Fluo-8 fluorescence; hit rate 0.6% among 360,000; inhibition, % at 3 µM;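 active means inhibition above a per-plate cutoff, the plate's mean sample inhibition plus 3 SD, cut at about 24% in these data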;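 further: 0% = DMSO plus EC80 ATP and 100% = DMSO alone without ATP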
# CHO-K1 Ca PAM: nonselective activator or artifact in parental CHO-K1 calcium assay | hit rate 0.02% among 360,000 | activation, % at 3 µM | ATP EC20, Fluo-8 calcium fluorescence; 0% at ATP EC20, 100% at ATP max;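 active means activation above the run cutoff, the mean activation of all test compounds plus 3 SD, cut at about 40% in these data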;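 further: peak over basal fluorescence ratio in a 140 s read after ATP addition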
# TAAR1 antag: antagonists of human TAAR1; hit rate 1.5% among 360,000; AID 624466; Q96RJ0; inhibition, % at 3 µM; CHO RD-HGA16 TAAR1, Fluo-8 calcium fluorescence, antagonist;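 active means inhibition above a per-plate cutoff, the mean inhibition of test compounds on that plate plus 3 SD, cut at about 49% in these data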;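 further: 0% = DMSO plus EC80 beta-PEA response and 100% = DMSO alone without agonist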
#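 Test system – hTAAR1-expressing CHO RD-HGA16 cells, Gα16-coupled · Reagent – β-PEA at EC80 concentration, post-compound challenge · Compound dosing – 3 µM, single point · Timing – 140 s kinetic read after compound, 140 s after agonist · Detection – Fluo-8 intracellular calcium dye fluorescence, real-time kinetic reads · Control set – DMSO and EC80 PEA controls · Repeats – n of 1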
# CHO-K1 Ca ag: nonselective activator or artifact in parental CHO-K1 cells; Fluo-8 calcium fluorescence; scaled to maximal ATP response, vehicle zero; activation, % at 3 µM; hit rate 0.48% among 360,000; in the data active means activation above about 15%;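 further: untransfected CHO-K1 host cells lacking M1 receptor as counterscreen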
# Active calls of the source: *; x = not tested or not shown.
No. | SMILES | CHRM1 antagonist | CHRM1 agonist | OXTR potentiate | CHO parental Ca | TAAR1 ag | CHO-K1 Ca antag | CHO-K1 Ca PAM | TAAR1 antag | CHO-K1 Ca ag
1 | O=C(OCC(=O)N1CCN(C(=O)c2ccco2)CC1)c1ccc(Cl)c(Cl)c1 | 10 | -2 | -7 | -17 | 8 | -10 | 15 | -13 | 3.5
2 | CN(C)c1ccc(C(=O)OCC(=O)Nc2ccc(S(N)(=O)=O)cc2)cc1 | -4 | -1 | -5 | 9 | 12 | -5 | 8 | 17 | 0.3
3 | Cc1ccn2c(CNCCn3cccn3)c(C(=O)N3CCCCCC3)nc2c1 | -11 | -9 | -2 | -20 | 28 | -10 | 21 | 2 | 0.2
4 | CC(Oc1ccc(-c2nnco2)cc1)C(=O)N1CCOCC1 (stereo not given) | -18 | 2 | -5 | 0 | 0 | -4 | -2 | 8 | 0.0
5 | COc1ccc(/C=C/C(=O)OCC(=O)N2CC(=O)Nc3ccccc32)cc1S(=O)(=O)N1CCOCC1 | -8 | -9 | -6 | -3 | 4 | -15 | 21 | -2 | 0.8
6 | COc1ccc(-c2noc(N3CCC(C(=O)N(C)c4ccccc4C)CC3)n2)cc1 | 8 | -6 | -5 | 4 | 3 | 3 | 15 | 22 | 3.5
7 | O=C(CN1CCN(c2ccccc2F)CC1)NC(=O)NCc1ccco1 | 1 | -10 | -2 | -4 | 0 | -8 | 16 | -5 | 0.6
8 | N#Cc1ccc(-c2ccc(Cl)cc2)nc1Oc1ccc(F)cc1 | 3 | -3 | -1 | -11 | 9 | -13 | 17 | 12 | 0.3

# More results:
No. | SMILES | CHRM1 antagonist | CHRM1 agonist | OXTR potentiate | CHO parental Ca | TAAR1 ag | CHO-K1 Ca antag | CHO-K1 Ca PAM | TAAR1 antag | CHO-K1 Ca ag
9 | Cc1ccc(OC(C)c2nnc(N)s2)cc1Cl (stereo not given) | -9 | 0 | -10 | -4 | 8 | -11 | 18 | 0 | 6.0
10 | Cc1ccc(OCCCC(=O)Nc2ccc(S(=O)(=O)Nc3cc(C)on3)cc2)cc1 | -3 | -3 | -5 | -12 | 1 | -12 | -9 | 20 | 1.0
11 | O=C(O)C1OCC2(CO1)COC(C(=O)O)OC2 (stereo not given) | -17 | -3 | x | x | 0 | -10 | 14 | 7 | 1.0
12 | Nc1cccc(C2=Nc3cccc4cccc(c34)N2)c1 | -5 | -7 | -2 | 0 | -1 | -2 | 17 | -8 | -0.1
13 | O=C(/C=C/c1cccc(Br)c1)NCC1CCCCC1 | -2 | -7 | -1 | -19 | 1 | -10 | 11 | -1 | 1.8
14 | CC1(C(=O)NCCc2c[nH]c3ccccc23)C=CCN1C(=O)c1ccccc1 (stereo not given) | 8 | -5 | -13 | -14 | 7 | -4 | -14 | 3 | -0.4
15 | c1ccc(-c2cc3nc(NCC4CC4)nc(NCC4CCCCC4)c3s2)cc1 | -6 | -1 | x | x | -1 | 11 | 3 | -16 | 0.2
16 | CCOC(=O)N1CCC(NC(=O)c2ccc(NC(=O)C3CCCO3)cc2)CC1 (stereo not given) | 2 | 1 | -20 | 1 | 13 | 7 | -1 | 0 | 0.1

# The list goes on.
No. | SMILES | CHRM1 antagonist | CHRM1 agonist | OXTR potentiate | CHO parental Ca | TAAR1 ag | CHO-K1 Ca antag | CHO-K1 Ca PAM | TAAR1 antag | CHO-K1 Ca ag
17 | O=C(CSc1nnc(-c2ccc(Cl)cc2Cl)n1C1CCCCC1)NC1CCS(=O)(=O)C1 (stereo not given) | -7 | -7 | -7 | -15 | 4 | -4 | 15 | 4 | 0.6
18 | Cc1cccc(OCCCC(=O)Nc2ccccc2C(F)(F)F)c1 | 13 | -3 | -1 | -3 | 17 | 10 | -7 | 7 | -0.6
19 | O=C(Nc1ccc(OC(=O)c2ccncc2)cc1)c1ccncc1 | -12 | -3 | -10 | -5 | 8 | -7 | 13 | -13 | 0.0
20 | COCCNC(=O)CCn1nc(-c2ccc(Cl)cc2)ccc1=O | -8 | -3 | -3 | -14 | 8 | -1 | 14 | -10 | 0.2
21 | O=C(Nc1cccc(C(F)(F)F)c1)c1cncs1 | -2 | -2 | -10 | -6 | 0 | -3 | 9 | -29 | 0.0
22 | Cn1cnc2ncnn2c1=S | -12 | -1 | x | x | 2 | 2 | 2 | -19 | -0.6
23 | O=C(CC12CC3CC(CC(C3)C1)C2)N1CCCC1 | 5 | -6 | -2 | -4 | 24 | -10 | 11 | -7 | 0.2
24 | COc1ccc(/C=N/NC(=O)c2cccc([N+](=O)[O-])c2)cc1O | -10 | -4 | -2 | -17 | 0 | 1 | 6 | -5 | 0.8
